Screening data deposited in PubChem by Broad Institute.
XiGFP reactiv – activators of inactive X chromosome reactivation, primary screen, imaging, XiGFP fibroblasts, GFP high-content imaging, set 2. AID 743238, 2013. activation, % at 7.58 µM. XiGFP mouse fibroblasts, % GFP-positive cells imaging, 3 d; cells co-treated with 5-aza-dC sensitizer; scaled so ellipticine positive control = 100%. hit rate 0.055% among 360,000;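 active = mean normalized replicate activation at least 10% and every replicate at or above 10%; inconclusive = only one of the two criteria met; inactive = mean below 10% and not all replicates reach 10%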;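 also: 0% = median of on-plate neutral control wells and 100% = ellipticine 6 µM median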
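Assay system: SV40-immortalized XiGFP fibroblast cells, line 68-5-11; buffer or medium: DMEM plus 5-aza-dC sensitizer; compound: one concentration, pinned; timing: compounds 3 days, fix/stain 15 min at room temperature; benchmarks: positive control ellipticine, 6 µM final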
E-sel inducer – E-selectin induction in HUVECs, primary screen, imaging, HUVEC, immunofluorescence imaging, single point. hit rate 0.37% among 260,000. activation, % at 7.58 µM. normalized: neutral wells 0, TNF-alpha wells 100;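 active = mean E-selectin-positive cell signal at least 10% of the positive control, reached in at least 60% of replicates, without over 20% cell loss; inconclusive = no rule given, readout overlaps actives, possibly toxicity-flagged; inactive = the rest, including those meeting only one limit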;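 also: in these data hits start at about 27%; measured in HUVEC primary endothelial cells; signal is the percent of cells scored E-selectin positive by PE staining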
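Read-out: % PE-positive cells | Test system: HUVEC | Doses: One compound dose added by pin transfer | Buffer or medium: EGM-2 over gelatin coat | Signal: Immunofluorescence imaging | Benchmarks: TNF-alpha, DMSO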
Casp6 inh – human caspase-6 inhibitors, primary screen, biochemical, VEID-R110 fluorescence, single point, set 2; hit rate 0.53% among 350,000; purified caspase-6, Z-VEID-R110 cleavage fluorescence; P55212; inhibition, % at 12.5 µM;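 active = mean inhibition across replicates at least about 35%, with every replicate also reaching that limit, limit read from the data; inconclusive = only one of the two criteria met; inactive = neither criterion met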;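 also: 0% = median of neutral control wells and 100% = no fluorescence left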
Target sequence (P55212 24-179 limits assumed): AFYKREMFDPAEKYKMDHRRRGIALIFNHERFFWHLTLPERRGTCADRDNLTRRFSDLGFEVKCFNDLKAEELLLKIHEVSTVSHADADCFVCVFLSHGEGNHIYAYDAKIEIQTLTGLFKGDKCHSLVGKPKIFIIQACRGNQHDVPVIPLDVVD
Target sequence (P55212 194-293 limits assumed): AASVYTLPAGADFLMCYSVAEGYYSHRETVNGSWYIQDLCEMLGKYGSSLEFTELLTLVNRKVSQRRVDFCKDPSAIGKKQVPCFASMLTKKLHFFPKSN
RAD52 inh – RAD52 DNA annealing inhibitors, primary screen, biochemical, FRET, single point, set 2; AID 651710, 2012; inhibition, % at 18.7 µM; recombinant RAD52 DNA annealing, FRET fluorescence; hit rate 0.46% among 360,000; DNA repair protein RAD52 homolog (Homo sapiens), P43351;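 active = every replicate showing at least 50% inhibition; inconclusive = mean inhibition at least 50% but not in every replicate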
Target sequence (P43351 whole entry, looked up): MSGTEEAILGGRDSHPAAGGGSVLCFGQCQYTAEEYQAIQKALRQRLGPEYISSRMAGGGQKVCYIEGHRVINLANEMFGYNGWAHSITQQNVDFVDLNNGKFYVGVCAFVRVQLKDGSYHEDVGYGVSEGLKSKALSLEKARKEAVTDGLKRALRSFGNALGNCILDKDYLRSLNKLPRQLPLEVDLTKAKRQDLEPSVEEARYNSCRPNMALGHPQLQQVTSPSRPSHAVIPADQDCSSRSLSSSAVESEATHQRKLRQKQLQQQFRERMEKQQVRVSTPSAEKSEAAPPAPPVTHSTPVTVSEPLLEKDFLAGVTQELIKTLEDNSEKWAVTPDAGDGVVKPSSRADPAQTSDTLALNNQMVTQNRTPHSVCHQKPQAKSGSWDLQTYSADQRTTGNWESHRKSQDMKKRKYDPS
INS-1E GSIS act – GLuc luminescence reporter in INS-1E cells, primary screen for activators of glucose-dependent secretion of insulin. activation, % at 16.6 µM. hit rate 0.61% among 370,000. AID 743287, 2014. INS-1E GLuc reporter insulin secretion, 2-3 h;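 active = lowest replicate activation of at least 40%, so every replicate reaches that level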;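 also: 0% = median of neutral control wells and 100% = median of IBMX positive control wells; some compounds called inactive have numbers as strong as hits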
F508del corr – F508del CFTR correction, initial screen, CFBE line, single point | CFBE cells, YFP halide quenching; stimulated with forskolin plus potentiator P3; % fluorescence drop versus neutral controls | hit rate 0.36% among 350,000 | AID 720511, 2013 | activity (quench increase), % at 7.58 µM;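 active = mean added fluorescence quench of at least 8% versus neutral control, with both replicates also reaching 8%; inconclusive = only one of the mean or replicate conditions met; inactive = mean below 8% and not both replicates reaching 8%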;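 also: cells transiently co-express mutant CFTR-F508del with the halide-sensitive YFP; corrector assay measuring rescue of mutant channel to the surface after 24 h compound exposure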
RAD54 branch – inhibitors of human RAD54 branch migration, primary screen, biochemical, fluorescence, single point | DNA repair and recombination protein RAD54-like (Homo sapiens), Q92698 | RAD54 Holliday junction branch migration, FAM/BHQ fluorescence | inhibition, % at 10.4 µM | hit rate 0.14% among 360,000;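 active = mean normalized replicate activity at least 40 and at least half of replicates scoring 40 or more; inconclusive = only one of the two criteria met; inactive = mean below 40 and under half of replicates reaching 40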;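 also: 0% = median of neutral control wells and 100% = median of positive control wells; inhibitors cause a drop in the FAM fluorescence signal; in these data hits start at about 50%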
DENV2 CPE rescue – inhibitors of DENV2 cytopathic effect, primary screen, cell-based, plate reader, single concentration | DENV2-infected cells, cytopathic effect rescue | CPE inhibition, % at 9.99 µM | hit rate 1.7% among 350,000 | AID 651640, 2012; in the data active = CPE inhibition above about 20%, passing the limit was not always enough; inconclusive = no clear call, values can overlap the other calls; tested in BHK-21 cells;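 also: 0% = median of neutral control wells and 100% = median of positive control wells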
Numbers without * were called inactive; i = inactive; ? = inconclusive; . = no result given; & = joins results of further samples. Compounds were not picked by outcome, and some 3.7% of all compounds hit somewhere here.

SMILES	XiGFP reactiv	E-sel inducer	Casp6 inh	RAD52 inh	INS-1E GSIS act	F508del corr	RAD54 branch	DENV2 CPE rescue
O=C(O)c1ccc(Nc2nc(-c3ccccc3)c3ccccc3n2)cc1	-0.1	.	0	-9	-6	1.8	.	5
CCCCCCCn1c(NC(=O)CC)nc2ccccc21	0.1	.	2	-5	92	3.9	-18	-9
COc1ccc(CNC(=O)c2cc(S(=O)(=O)N3CCCC3)cn2C)cc1	0.0	-0.1	-1	-8	7	-1.4	-12	-7
COc1ccc(-c2ccc([C@H]3[C@H](CO)N4C(=O)CN(Cc5ccccc5)C[C@@H]34)cc2)cc1	0.0	0.5	1	6	-1	3.5	.	-3
COc1ccc(CNC(=O)Nc2nc(C(N)Cc3ccc(C(F)(F)F)cc3)cs2)cc1 (stereo not given)	-0.1	0.2	-3	-53	-2	-1.1	-13	18
CCOC(=O)c1cccc(NC(=O)CS(=O)(=O)Cc2nc(-c3cccc(OC)c3)oc2C)c1	.	.	0	-9	-15	.	2	.
CCOc1ccc(CC(=O)Nc2ccc(-c3ccc4nnc(C)n4n3)cc2)cc1	0.0	-0.2	-1	-13	0	-1.0	-4	-1
COc1ccc(C(=O)C(/C=N/O)=N/Nc2ccc(F)cc2)cc1	0.0	0.6	-1	-16	-38	1.6	.	-3
CS(=O)(=O)N1[C@@H](C#N)[C@@H](c2ccccc2-c2ccccc2F)[C@@H]1CO	0.0	0.2	0	-9	1	1.7	.	-1
C(=C\c1ccccc1)/CN1CCN(C(c2cc3ccccc3o2)c2nnnn2C2CCCCC2)CC1 (stereo not given)	0.0	.	0	-43	-19	-1.9	-3	-3
CC1=C(C(=O)N(C(C)C)C(C)C)CC(CC(=O)NCc2cccs2)C(=O)N1Cc1ccccc1 (stereo not given)	0.0	0.1	0	3	9	-0.5	3	-6
COC(=O)[C@]12C[C@H](CC(=O)NCCCCc3ccccc3)C(=O)N(CCC3=CCCCC3)C1=C[C@H](COCc1ccccc1)O[C@@H]2C	0.2	-0.1	-2	-29	.	0.1	.	-7
CC(C)c1cn([C@H]2C[C@@H]3O[C@@H](CO)CC[C@@H]3O[C@@H]2CCc2ccc(C#CC3CCCCC3)cc2)nn1	.	.	1	-13	.	4.0	.	-1
CN(C)C(=O)c1cccc(-c2cnc3c(NC=O)cc(-c4ccc(F)cc4)cn23)c1	-0.1	0.1	6	-56	.	-2.3	14	9
COCCC(=O)N1CCC(Oc2ccc(C(=O)N3CCCC(CCCO)C3)cc2)CC1 (stereo not given)	0.2	1.5	-2	-13	-2	-1.0	1	-20
C[C@@H]1CN([C@H](C)CO)C(=O)Cc2cc(NC(=O)Nc3cccc4ccccc34)ccc2O[C@@H]1CN(C)Cc1ccncc1	0.0	.	-1	5	-8	1.7	-5	-6
CCCCOc1ccc(C(=O)NCC(=O)OCC(=O)c2c(N)n(C)c(=O)n(C)c2=O)cc1	0.0	-0.6	2	-35	-27	4.6	-5	-6
O=C1/C(=C/c2ccc(O)cc2)CCc2ccc([N+](=O)[O-])cc21	-0.4	-2.4	5	-6	21	.	.	-1
COc1cccc(CC(NC(C)=O)C(=O)NC2CCN(S(=O)(=O)c3ccc(NC(C)=O)cc3)CC2)c1 (stereo not given)	0.0	.	0	3	1	1.2	.	3
O=C(NC1Cc2ccccc2C1)[C@H]1[C@H](CO)[C@H]2Cn3c(cccc3=O)[C@H]2N1C(=O)C1CCC1	0.1	-0.4	-1	3	10	0.2	5	-7
COc1cccc(CN2CCC(n3nccc3NC(=O)CCOc3ccccc3)CC2)c1	0.1	.	-4	-5	11	2.6	-9	-3
O=c1oc(-c2ccccc2)c(-c2ccccc2)c2ccccc12	0.1	-0.2	6	-6	.	-3.4	-16	1
Cc1cc(=O)oc2cc(OCCC[n+]3ccccc3)ccc12	0.0	.	-8	-27	.	-2.3	5	6
COC(=O)c1ccc(C)c(-n2c(=O)n(Cc3ccccc3)c(=O)c3[nH]cnc32)c1	0.2	0.0	2	0	44*	5.1	-2	-4
COC(=O)CS(=O)(=O)c1cc([N+](=O)[O-])ccc1NC(=O)OC	0.1	.	1	-3	-27	0.3	.	-6
C[C@H](CO)N1C[C@H](C)[C@@H](CN(C)C(=O)Nc2ccc(F)cc2)Oc2c(NS(=O)(=O)c3cn(C)cn3)cccc2C1=O	0.4	11	1	1	-3	-2.1	6	-9
C[C@@H]1CN([C@H](C)CO)C(=O)CCCn2nncc2CO[C@H]1CN(C)Cc1ccccc1C(=O)O	-0.1&0.1	-0.1	-3&1	-3&-1	-2&4	1.8&-1.7	2&1	-10&-5
CCCc1cc(=O)[nH]c(SCC(=O)N(CCC#N)c2ccc3c(c2)OCCO3)n1	0.0	-1.4	-3	-3	28	0.2	0	13
COc1cc([N+](=O)[O-])ccc1NC(=O)Cn1ccsc1=N	0.0	0.5	1	10	18	-1.7	8	13
Cc1ccc(C)c(S(=O)(=O)N2CCN(C(=O)CCc3nc4ccccc4c(=O)[nH]3)CC2)c1	0.0	-0.1	3	-63	-13	1.3	-10	-11
C[C@H]1CN([C@@H](C)CO)C(=O)c2cc(Br)cnc2O[C@H]1CN(C)C(=O)C1CCC1	-0.1&-0.7	1.5&0.4	1&-7	-11&-2	12&16	1.7&2.5&-2.4	3&11	?
O=C(c1cccs1)N(Cc1ccc(Cl)cc1)C1CCS(=O)(=O)C1 (stereo not given)	0.3	.	1	-4	48*	-0.2	-1	-1
Cc1cc(NC(=O)COc2ccccc2)ccc1Cl	0.1	-0.1	-1	5	-4	2.1	-2	?
O=S(=O)(NCc1ccccn1)c1ccc2ccccc2c1	.	.	-2	-13	1	3.9	-9	2
CCOC(=O)Cn1nc(C)c(NC(=O)COc2cccc(Cl)c2)c1C	0.3	-3.7	-2	7	-3	3.4	.	-3
CN(C(=O)c1cccc(NC(=O)Cc2ccc(NC(=O)C3CCN(C(=O)C4CCCCC4)CC3)cc2)c1)C1CCC1	-0.1	3.7	-2	-13	0	-3.1	-10	-10
COCCSc1nc2c(c(=O)[nH]c(=O)n2C)n1CCCc1ccccc1	0.0	.	1	0	36	5.5	-15	4
C[C@H](NC(=O)C[C@@H]1CC[C@@H](NS(=O)(=O)c2cccc(F)c2)[C@@H](CO)O1)c1ccccc1	-0.7	-0.1	2	12	-5	2.1	7	-1
COc1ccc(CCNC(=O)CSc2nnnn2-c2ccccc2OC)cc1OC	0.4	-0.2	7	-13	15	4.1	8	?
Cc1ccc(C2NC(c3ccc(C)cc3)C(C)C(=O)C2C)cc1 (stereo not given)	0.0	0.3	1	-8	-17	1.8	.	1
Cc1cccc(CN2CCN(Cc3cnn(-c4ccccc4F)c3)CC2CCO)n1 (stereo not given)	0.1	.	2	-7	2	3.4	.	-3
CCCNC(=O)[C@H]1[C@H](CO)[C@H]2Cn3c(ccc(-c4cccc(F)c4)c3=O)[C@@H]1N2CCC	1.7	0.9	1	-6	2	-0.5	-1	3
O=C(CSc1n[nH]c(=O)n1-c1cccnc1)N1CCOCC1	0.2	14	0	-8	10	0.6	10	11
O=C(CN1CCC(C(=O)c2cccc(Cl)c2)CC1)Nc1cccc(C(=O)O)c1	0.0	.	-1	-9	-4	.	.	-4
COc1ccc(S(=O)(=O)N2CCOC2CNC(=O)C(=O)NCc2ccccc2OC)cc1 (stereo not given)	-0.1	0.1	-2	-15	.	-0.9	5	18
CC1CCCCN1C(=O)CN1C(=O)c2ccccc2S1(=O)=O (stereo not given)	0.1	-0.2	0	4	27	0.9	0	12
CN(CC(=O)NCc1ccccc1)Cc1cccc(F)c1	0.3	0.5	-2	-5	15	0.1	1	-2
CC(C)=CCc1c2c(c3occ(-c4ccc(O)cc4)c(=O)c3c1O)C=CC(C)(C)O2	.	.	4	6	.	-3.2	1	?
COc1ccc(N2CCC(CNC(=S)Nc3c(C)cccc3C)C2)cc1 (stereo not given)	-0.1	2.7	1	-13	-5	1.3	3	-2
COc1ccc(OC)c(NC(=O)c2cc(-c3cc(F)ccc3OCC3CCCO3)n[nH]2)c1 (stereo not given)	0.0	-1.0	1	-1	21	-1.9	-3	11

Carrying on:
SMILES	XiGFP reactiv	E-sel inducer	Casp6 inh	RAD52 inh	INS-1E GSIS act	F508del corr	RAD54 branch	DENV2 CPE rescue
O=C(C[C@@H]1CC[C@H](NC(=O)CN2CCOCC2)[C@@H](CO)O1)NCCc1ccccc1	0.0	0.2	2	-7	7	1.6	-1	18
CN(Cc1cccc(F)c1)CC(O)COCc1ccccc1Cl (stereo not given)	-0.1	.	2	-8	-7	2.3	5	-5
Cc1occc1C(=O)N/N=C/C1=C(N2CCOCC2)C(=C/c2ccc(Cl)cc2Cl)/CC1	0.2	1.4	-2	i	.	1.9	6	-6
CC(=O)N(C)C[C@H]1Oc2ncc(-c3ccc(C(=O)N(C)C)cc3)cc2C(=O)N([C@@H](C)CO)C[C@H]1C	0.8	0.3	0	-7	9	-1.5	8	2
O=C(NCC[C@@H]1CC[C@H](NC(=O)C2CCC2)[C@H](CO)O1)c1ccc(F)cc1	-1.1	0.0	3	-14	-5	-0.6	-2	0
Cc1ccc(S(=O)(=O)N[C@@H]2CC[C@@H](CCn3cc(C(C)C)nn3)O[C@@H]2CO)cc1	-0.6	-0.8	5	4	-7	0.6	-9	-7
CN(Cc1ccccc1)C(=O)C1CCN(S(=O)(=O)c2cc([N+](=O)[O-])ccc2Cl)CC1	0.0	.	3	-6	-3	2.4	.	3
O=C(Nc1ccc2c(c1)OCO2)c1csc([C@@H]2O[C@H](CO)[C@H](O)[C@H](O)[C@H]2O)n1	-0.2	.	7	-4	5	-1.6	-8	-4
C[C@@H]1CN([C@@H](C)CO)S(=O)(=O)c2ccc(-c3ccccc3)cc2O[C@@H]1CN(C)C(=O)Nc1ccccc1F	-0.2	0.3	0	-44	-18	3.1	0	-2
CCc1ccc(NS(=O)(=O)c2cccc3nsnc23)cc1	0.0	-0.3	2	-12	-45	1.4	-3	9
COC(=O)c1cncc(O)c1	.	.	-3	11	3	.	-16	.
CO[C@@H]1CN(C)C(=O)c2ccc(NC(=O)C3CC3)cc2OC[C@H](C)N(C)C[C@H]1C	0.0	0.0	3	16	9	-2.4	10	13
COc1ccc(OC)c(CNS(=O)(=O)c2ccccc2Br)c1	0.1	-1.7	-2	-14	14	-4.2	.	?
COc1cc(SC)ccc1C(=O)N(Cc1ccccc1)c1ccccc1	0.1	.	2	13	-16	2.1	10	8
